# Source: PubChem (The Scripps Research Institute Molecular Screening Center)
# TEAD-YAP inh: TEAD-YAP interaction inhibition | 1.4% of 640,000 active | inhibition, % at 9.12 µM | HEK-TIYL cells, TEAD-Gal4/YAP UAS-luciferase luminescence; in the data active means inhibition above about 32%;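 further: 0% = median of test compound wells and 100% = reference inhibitor wells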
# GPR151 activ: human GPR151 activation | PathHunter beta-arrestin GPR151 cells, luminescence | activation, % at 11.2 µM | 1% of 650,000 active | AID 1508602; in the data active means activation above about 4.9%;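 further: 0% = median of compound wells and 100% = cells with positive control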
# MITF primary: inhibitors of human MITF; 0.91% of 650,000 active; AlphaScreen MITF homodimerization, bead proximity signal; AID 1259374; inhibition, % at 2.6 µM; in the data active means inhibition above about 50%;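 further: 0% = vehicle wells with protein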
# FBW7 activator: activators of human E3 ligase FBW7; Q969H0; AlphaScreen FBW7–phospho-cyclin E peptide binding, activator screen; normalized activity (activation), % at 26.1 µM; 0.13% of 650,000 active; in the data active means normalized activity above about 1.9%;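 further: purified mutant Fbw7 with reduced substrate affinity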
# Target sequence (Q969H0 whole entry, looked up): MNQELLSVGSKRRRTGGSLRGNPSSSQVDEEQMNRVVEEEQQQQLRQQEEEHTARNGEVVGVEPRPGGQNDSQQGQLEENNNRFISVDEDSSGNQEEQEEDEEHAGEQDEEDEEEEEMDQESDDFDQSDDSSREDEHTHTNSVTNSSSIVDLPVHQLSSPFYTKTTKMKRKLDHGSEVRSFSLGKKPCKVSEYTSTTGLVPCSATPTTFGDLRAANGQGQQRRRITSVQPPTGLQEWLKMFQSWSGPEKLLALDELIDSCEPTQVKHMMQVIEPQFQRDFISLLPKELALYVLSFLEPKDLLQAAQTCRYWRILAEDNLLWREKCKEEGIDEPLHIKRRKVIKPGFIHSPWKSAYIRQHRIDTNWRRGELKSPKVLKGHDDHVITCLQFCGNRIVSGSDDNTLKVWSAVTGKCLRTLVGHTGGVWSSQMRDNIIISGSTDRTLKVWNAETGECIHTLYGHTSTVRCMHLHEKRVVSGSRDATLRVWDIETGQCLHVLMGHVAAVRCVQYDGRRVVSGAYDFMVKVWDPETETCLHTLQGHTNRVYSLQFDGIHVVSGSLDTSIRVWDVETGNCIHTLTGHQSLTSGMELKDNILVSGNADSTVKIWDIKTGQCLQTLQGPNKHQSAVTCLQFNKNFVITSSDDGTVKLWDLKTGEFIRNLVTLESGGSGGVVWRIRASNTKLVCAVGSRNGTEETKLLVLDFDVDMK
# * marks the source's active call; other numbers are inactive results; . = no result given; & = joins results of further samples. Compounds were not picked by outcome, and some 3.4% of all compounds hit somewhere here.
no.	SMILES	TEAD-YAP inh	GPR151 activ
1	C=CCN1C(=O)/C(=C\c2ccc(OCC)cc2)SC1=S	-6	-0.6
2	CNC(=O)C(=O)Nc1cc(OC)ccc1OC	10	-0.7
3	O=C(CC1Sc2ccccc2NC1=O)Nc1ccc(Cl)c(Cl)c1 (stereo unspecified)	8	2.8
4	O=C(Nc1ccc(Cl)cc1)C(c1ccc([N+](=O)[O-])cc1)N1CCCCC1 (stereo unspecified)	-49	0.0
5	COCCN(Cc1cc2cc3c(cc2nc1Cl)OCO3)C(=O)C1CC1	6	0.8
6	CC1C(C(=O)N(C=O)c2ccccc2)C2C=CC1C21CC1 (stereo unspecified)	-3	1.2
7	CN(C)S(=O)(=O)c1cc([N+](=O)[O-])ccc1N1CCCCCC1	-2	0.3
8	CC(C)(C)NS(=O)(=O)c1ccc(NC(=O)c2cccc(Cl)c2)cc1	-2	0.0
9	O=C1OC(c2cc(F)c(F)cc2Cl)=N/C1=C\c1ccc2c(c1)OCO2	8	1.4
10	CCOC(=O)C1=C(N)OC2=C(C(=O)CCC2)C1c1ccc(OC)cc1 (stereo unspecified)	6	2.3
11	COC(=O)c1ccccc1NC(=O)COc1ccc(Cl)cc1	-4	-0.9
12	CCOC(=O)C(C)Sc1ncnc2c1nnn2-c1ccc(OC)cc1 (stereo unspecified)	-6	-1.3

no.	MITF primary	FBW7 activator
1	15	0.8
2	16	0.1
3	22	0.8
4	10	-0.2
5	18	0.1
6	-1	0.2
7	1	-0.1
8	-20	0.0
9	2	0.6
10	-2	-0.1
11	2	-0.1
12	-7	-0.1

# Next section
no.	SMILES	TEAD-YAP inh	GPR151 activ
13	COC(=O)c1cc(NC(=O)Nc2ccc(Br)cc2Cl)cc(C(=O)OC)c1	-5	-1.1
14	O=C(N=Nc1c(O)[nH]c(=O)[nH]c1=O)C(O)c1ccccc1 (stereo unspecified)	12	3.7
15	Cc1ccc(NC(=O)CSc2n[nH]c(N)n2)cc1Cl	3	-0.8
16	CN(C)c1cc(N=C2CCCN2c2cccc(Cl)c2)c2ccccc2n1	1	1.3
17	COc1ccc(N(CC(=O)Nc2cccc(Cl)c2)S(C)(=O)=O)c(OC)c1	12	0.1
18	Cc1ccc(NC(=O)c2ccc(Cl)cc2[N+](=O)[O-])nc1	41*	-0.1
19	Cc1nc(N2CCOCC2)c2oc3ccccc3c2n1	-3	7.4*
20	NC(=O)C1(N2CCCCC2)CCN(c2ncnc3scc(-c4ccccc4)c23)CC1	-23	-1.1
21	CC(=O)Nc1ccc(S(=O)(=O)Nc2ccccc2I)cc1	-32	0.0
22	CN1CCN(C(=O)C2C3C=CC(C3)C2C(=O)O)CC1 (stereo unspecified)	-17	-0.6
23	FC(F)(F)c1ccc(-c2[nH]ncc2-c2ccncc2)cn1	-1	0.4
24	O=C(c1cccs1)C(C(c1ccc(Cl)cc1)N1CCOCC1)N1CCOCC1 (stereo unspecified)	6	0.7

no.	MITF primary	FBW7 activator
13	-11	-0.1
14	1	-1.0
15	-11	-0.2
16	0	0.1
17	4	0.0
18	13	0.1
19	14	-0.2
20	5	0.1
21	-12	-0.1
22	-8	0.2
23	14	0.0
24	8	0.0

# Next part:
no.	SMILES	TEAD-YAP inh	GPR151 activ
25	Cc1ccc(N2CC(C(=O)Nc3nc(-c4ccccc4)cs3)CC2=O)cc1 (stereo unspecified)	-3	-0.3
26	COCCN(CCOC)S(=O)(=O)c1ccc(C(=O)Nc2nc3c(s2)C(=O)CC(C)(C)C3)cc1	-1	-1.6
27	COc1ccc(/C(N)=N/OC(=O)c2ccc(I)cc2)cc1OC	6	0.7
28	COC(=O)C1=CN(c2ccc(C(=O)OC)cc2)C=C(C(=O)OC)C1c1cccs1	-3	1.0
29	Cc1ccc(CN2C(=O)CN(CC(=O)NC3CCCCC3)C(=O)C2c2ccccc2F)cc1 (stereo unspecified)	-7	-0.4
30	O=c1oc2ccccc2c(O)c1/C=N/c1nccs1	-8	0.6
31	Cc1ccc(C)c(NC(=O)C2CCCN2c2nn3c(=O)cc(C)nc3s2)c1 (stereo unspecified)	-2	-0.5
32	CC1CCCC(C)N1S(=O)(=O)c1ccc(S(=O)(=O)NC2CCCCC2)cc1 (stereo unspecified)	7	-0.1
33	Nc1c(C(=O)Nc2ccccc2)sc2nc3c(cc12)C(=O)CCC3	32*	-1.8
34	O=C(NC(=S)Nc1ccc(Cl)c(-c2nc3ncccc3o2)c1)c1ccccc1Br	-14	-1.4
35	COC(=O)c1cc(C(=O)Nc2cc(C(=O)OC)ccc2C(=O)OC)cc([N+](=O)[O-])c1	7	1.3
36	CCOC(=O)N1CCN(C(=O)C2CCCN(C(=O)c3cc4sccc4n3C)C2)CC1 (stereo unspecified)	-12	0.5

no.	MITF primary	FBW7 activator
25	-3	-0.1
26	17	0.4
27	9	0.0
28	14	0.0
29	-3	0.0
30	-5	-0.1
31	6	0.8
32	-6	-0.2
33	-4	-0.1
34	-10	-0.3
35	6	0.1
36	-5	-0.2

# Going on with the list.
no.	SMILES	TEAD-YAP inh	GPR151 activ
37	Cc1ccccc1C(=O)Oc1ccc2c(c1)OCO2	-21	-0.5
38	O=c1[nH]c2ccc(N/C(=N/S(=O)(=O)c3ccccc3)c3ccccc3)cc2[nH]1	0	-1.0
39	COc1cccc(CC(=O)N2CC[C@@H]3[C@H](CCCN3Cc3ccc(NC(C)=O)cc3)C2)c1	0	0.0
40	Nc1cccc(N2C(=O)c3cccc4c(N)ccc(c34)C2=O)c1	13	-0.5
41	COc1ccc(-c2cc3ccc(O)cc3oc2=O)cc1	70*	-9.8
42	COc1ccc(OC)c(C2=C[N+](=O)C(C)(C)C(C)(C)N2[O-])c1	1	2.8
43	CCc1ccc(OC(=O)CN(C)S(=O)(=O)c2ccc(Cl)cc2)cc1	3	-0.7
44	CC(C)OC(=O)CC(=O)COc1noc2nc3c(cc12)CCCCC3	-29	2.7
45	O=C(Cn1cnc2sc3c(c2c1=O)CCCC3)NCCC(=O)Nc1ccc(Oc2ccccc2)cc1	-1	-0.1
46	Cc1ccc(CNC(=O)Cc2ccc(Cl)cc2)cc1	-12	8.4*
47	CCOC(=O)c1c(C)oc2c1c(/C=N/c1ncccn1)c(O)c1ccccc12	9	2.8
48	CCOC(=O)c1c(NC(=O)COC(=O)c2ccc([N+](=O)[O-])o2)sc(C)c1C	0	-0.4

no.	MITF primary	FBW7 activator
37	3	0.5
38	5	0.1
39	10	-0.1
40	19	1.5
41	-8	1.6
42	22	0.1
43	-2	-0.1
44	4	0.0
45	-9	0.0
46	1	-0.1
47	6	0.0
48	9	0.0

# (cont.)
no.	SMILES	TEAD-YAP inh	GPR151 activ
49	COCCOC(=O)C1=C(C)NC2=C(C(=O)CC(c3cccs3)C2)C1c1cccc(F)c1 (stereo unspecified)	24&18	0.6&0.3
50	Oc1ccc(C(=S)N2CCN(Cc3ccccc3)CC2)cc1	-1	-0.6
51	COc1ccc(C2=C(c3ccc(OC)cc3)C3(c4ccccc4)C(=O)C2(c2ccccc2)C2C(=O)N(c4ccccc4[N+](=O)[O-])C(=O)C23)cc1 (stereo unspecified)	-4	0.1
52	O=C1[C@@H]2C[C@H](NCc3ccc(Cl)cc3)CN2C(=O)[C@H]2CCCN12	-1	-0.2
53	CCN(C1=NC2CS(=O)(=O)CC2S1)c1cc(C)cc(C)c1 (stereo unspecified)	-4	-0.2
54	O=C(NNC(=O)c1ccc(Br)o1)c1ccncc1	5	-0.8
55	Cc1ccc(N(CC(=O)Nc2cccc(Cl)c2C)S(=O)(=O)c2c(C)n[nH]c2C)cc1	7	0.0
56	COc1cc(NC(=O)c2ccc(C)o2)c(OC)cc1Cl	4	-0.4
57	CCOC(=O)C1=C(C)NC2=C(C(=O)CC(c3ccccc3)C2)C1c1cccc(Br)c1 (stereo unspecified)	12	0.1
58	Cc1ccc(/C=C2/NC(=S)NC2=O)s1	5	0.9
59	CCOC(=O)C1CCN(c2nc(-c3ccccc3F)nc3ccccc23)CC1	7	3.6
60	Oc1c(C(c2cccc(F)c2)N2CCN(c3ccccc3)CC2)sc2ncnn12 (stereo unspecified)	6	-1.6

no.	MITF primary	FBW7 activator
49	0&1	0.0&0.2
50	15	0.0
51	-2	-0.2
52	17	0.1
53	1	-1.0
54	-6	0.1
55	-2	0.0
56	11	0.0
57	2	0.1
58	24	0.0
59	-10	0.9
60	-6	-0.1

# A second format for some results above:
nr	Structure	TEAD-YAP inh	GPR151 activ	MITF primary	FBW7 activator
58	Cc1ccc(/C=C2/NC(=S)NC2=O)s1	5	0.9	24	0.0
59	CCOC(=O)C1CCN(c2nc(-c3ccccc3F)nc3ccccc23)CC1	7	3.6	-10	0.9
60	Oc1c(C(c2cccc(F)c2)N2CCN(c3ccccc3)CC2)sc2ncnn12 (stereo unspecified)	6	-1.6	-6	-0.1

# Next compounds:
no.	SMILES	TEAD-YAP inh	GPR151 activ
61	O=C(c1ccc2c(c1)C(=O)N(c1ccccn1)C2=O)N1CCN(c2ccccc2Cl)CC1	-7	-0.7
62	CCOc1ccccc1N1CCN(C(=O)Nc2ccccc2)CC1	-14	-1.6
63	Cc1nc(C)n(-c2ccc(Nc3nccc(-c4cc(C)on4)n3)cc2)n1	0	-0.5
64	O=c1[nH]c(N2CCN(Cc3ccc4c(c3)OCO4)CC2)nc2c1CCCC2	-2	-0.6
65	O=C(NCCN1CCOCC1)c1ccc2c(Cl)c3c(nc2c1)CCC3	10	-0.3
66	CC(C)(C)c1cc(NC(=O)NC2CC2)n(-c2nc3c(c(=O)[nH]2)CCC3)n1	3	-0.3
67	CCNc1nc(Oc2ccc(=O)n(-c3ccccc3)n2)nc(N2CCOCC2)n1	9	0.3
68	CC1CCC(N2CC(=O)N(Cc3ccccc3)C(c3ccc(F)cc3)C2=O)CC1 (stereo unspecified)	-5	-0.6
69	Cc1ccc(Nc2nc(N3CCOCC3)nc3c2cnn3-c2ccccc2)cc1	-1	0.0
70	CCOC(=O)Cc1csc(NC(=O)Cn2c(=O)oc3ccccc32)n1	0	0.8
71	CCOc1ccc(-c2csc(N/N=C/c3ccco3)n2)cc1	-9	0.5
72	COC(=O)C(C)Nc1c(C)cc(C)cc1C (stereo unspecified)	6	-0.7

no.	MITF primary	FBW7 activator
61	15	0.5
62	4	-0.1
63	8	-0.3
64	13	-0.2
65	8	0.6
66	9	-0.1
67	11	0.1
68	-2	-0.1
69	9	0.0
70	-3	-0.1
71	7	-0.1
72	15	0.1

# Continued.
no.	SMILES	TEAD-YAP inh	GPR151 activ
73	NC(=O)COC(=O)CCCSc1nc2ccccc2s1	11	-3.5
74	Cc1[nH]c2ccccc2c1CCNC(=O)C1CCN(c2nc3ccccc3n2C)CC1	29	-0.3
75	CCOC(=O)c1ccccc1NC(=O)Cn1c(=O)oc2cc(Cl)ccc21	13	-1.7
76	CC(C)(C)C(=O)Nc1nc(COc2ccccc2)cs1	-69	-0.2
77	Cc1cc(NC(=O)c2cccc(S(=O)(=O)N3CCC(C)CC3)c2)no1	-1	-0.3
78	Cc1cccc2cc(CN(Cc3cccs3)C(=O)N(C)C)c3nnnn3c12	4	0.2
79	O=C(NC1CCCC1)c1ccc(N2CCCCCC2)c([N+](=O)[O-])c1	-3	2.2
80	CCc1nc2sc(C(c3ccc(F)cc3)N3CCN(CCO)CC3)c(O)n2n1 (stereo unspecified)	-6	-1.8
81	O=C(COc1ccc(Cl)cc1Cl)Nn1c(-c2cccc([N+](=O)[O-])c2)nc2ccccc2c1=O	-2	-0.9
82	O=C(NCc1ccc(Cl)cc1)c1cccc(I)c1	-5	0.3
83	Cc1ccc(N2C(N)=C(C#N)C(c3ccc(N(C)C)cc3)C3=C2CC(C)(C)CC3=O)cc1 (stereo unspecified)	3	-1.0
84	CC(C)OC(=O)Cn1nc(C(F)(F)F)c2c1CCC2	6	-0.2

no.	MITF primary	FBW7 activator
73	6	0.3
74	19	0.0
75	17	0.3
76	9	0.1
77	19	0.2
78	19	0.1
79	18	-0.1
80	-5	-0.1
81	-6	-0.1
82	-2	0.0
83	11	0.0
84	8	0.5

# Continuation.
no.	SMILES	TEAD-YAP inh	GPR151 activ
85	CN1CCN(CCn2c(C(C)(C)C)cn3c4ccccc4nc23)CC1	-13	-0.5
86	COc1ccc(C)cc1NC(=O)NNC(=O)C1CCC(C(C)(C)C)CC1 (stereo unspecified)	-3	-1.1
87	C=CCN1c2ccccc2[C@]23C[C@@H](C(=O)OC)N(C(=O)OCC)C2=NC(C(=O)OC)=C(C(=O)OC)[C@H]13	.	-2.6
88	CCCSc1ncc(Cl)c(C(=O)Nc2nnc(SCC)s2)n1	-5	0.1
89	COc1ccccc1N1CCN(CC(O)COC(C)C)CC1 (stereo unspecified)	-7	-1.5
90	COc1ccc(N2CCN(C(=O)C(C)Oc3ccccc3)CC2)cc1 (stereo unspecified)	7	-0.6
91	COc1ccc(CCNC(=O)CSc2nc3ccsc3c(=O)n2CCc2ccc(OC)c(OC)c2)cc1OC	8	-0.1
92	O=C(CSc1ccccn1)NCC(=O)c1ccccc1	0	1.0

no.	MITF primary	FBW7 activator
85	4	-0.1
86	-11	0.2
87	11	0.2
88	-8	0.0
89	0	-0.1
90	5	-0.2
91	4	0.1
92	1	-0.1
